Screening data from PubChem.
TRPC4 act = activators of mouse TRPC4 channel; Q9QUQ5; HEK293 TRPC4beta/mu-opioid, Fluo4 calcium fluorescence; stronger effect = higher value; B-score at 10 µM; 310,000 compounds, 0.49% hits; AID 2237;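 active means B-score above 5 SD of library B-scores, and initial fluorescence ratio not above library mean plus 5 SD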;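 further: positive B-score marks a calcium rise read as TRPC4 activation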
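Technique: kinetic Fluo4 calcium fluorescence; Test system: TRPC4beta and mu-opioid receptor HEK293 stable cells; Measure: B-scored integrated calcium fluorescence ratio; Benchmarks: low control buffer alone, high control maximal DAMGO; Schedule: 45 min room-temperature Fluo4 loading, 110 s read.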
TRPC4 potent = TRPC4 (mouse) allosteric potentiation. Q9QUQ5. HEK293 TRPC4beta/mu-opioid, DAMGO EC20, Fluo-4 Ca2+ flux; stronger effect = higher value. B-score at 10 µM. 310,000 compounds, 0.42% hits. AID 2227;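 active means B-score of calcium response area above 5 SD of library B-scores, with initial fluorescence ratio within 5 SD of library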;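 further: B-score of integrated fluorescence ratio over time as area under calcium response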
TRPC6 inhibitor = inhibitors of mouse TRPC6 channel; HEK293-TRPC6, membrane potential dye, ACh-evoked depolarization; stronger effect = lower value; 310,000 compounds, 1.1% hits; AID 2553; B-score at 10 µM;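 active means B-score under library mean minus 3 SD, initial fluorescence not abnormally high, positive integrated signal ratio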;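 further: B-score derived from integrated fluorescence ratio over the kinetic read; more negative B-score means stronger inhibition of depolarization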
Target sequence (Q61143 whole entry, looked up): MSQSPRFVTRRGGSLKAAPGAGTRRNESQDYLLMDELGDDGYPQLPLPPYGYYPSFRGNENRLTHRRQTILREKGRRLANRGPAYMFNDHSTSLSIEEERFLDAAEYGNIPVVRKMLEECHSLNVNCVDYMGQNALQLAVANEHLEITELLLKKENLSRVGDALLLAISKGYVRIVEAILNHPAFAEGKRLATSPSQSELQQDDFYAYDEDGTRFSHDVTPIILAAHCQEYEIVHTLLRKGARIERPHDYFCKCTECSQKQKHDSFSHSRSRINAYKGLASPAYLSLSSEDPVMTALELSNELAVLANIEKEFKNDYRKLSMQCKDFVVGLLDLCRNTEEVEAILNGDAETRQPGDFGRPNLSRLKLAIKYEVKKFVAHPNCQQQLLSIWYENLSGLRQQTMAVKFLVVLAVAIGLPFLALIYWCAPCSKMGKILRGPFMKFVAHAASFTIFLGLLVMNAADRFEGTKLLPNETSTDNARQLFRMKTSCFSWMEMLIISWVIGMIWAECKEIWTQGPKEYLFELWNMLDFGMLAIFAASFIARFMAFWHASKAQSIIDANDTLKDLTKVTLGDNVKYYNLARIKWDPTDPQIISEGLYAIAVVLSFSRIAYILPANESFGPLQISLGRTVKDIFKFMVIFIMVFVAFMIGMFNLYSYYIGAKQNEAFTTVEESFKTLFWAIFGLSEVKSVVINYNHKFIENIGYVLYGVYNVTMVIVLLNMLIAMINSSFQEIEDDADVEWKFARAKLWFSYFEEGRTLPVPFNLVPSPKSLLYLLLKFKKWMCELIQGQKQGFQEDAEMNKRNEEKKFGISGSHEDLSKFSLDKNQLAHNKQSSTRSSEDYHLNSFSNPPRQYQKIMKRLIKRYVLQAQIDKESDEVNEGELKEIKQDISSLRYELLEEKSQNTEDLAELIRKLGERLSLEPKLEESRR
TMEM16A act = activates or potentiates the mouse TMEM16A chloride channel. HEK293 TMEM16A/YFP-H148Q/I152L, iodide quench fluorescence; stronger effect = lower value. 340,000 compounds, 0.3% hits. Q8BHY3. B-score at 10 µM;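 active means fluorescence-ratio B-score plate-corrected deviation score at least 3 library SD below zero, with starting fluorescence score within 5 deviations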;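 further: channel opened by trigger with iodide after compound preincubation; score built on the fluorescence ratio of max minus min over baseline; more negative score means more quench and so TMEM16A activation or potentiation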
ANO1 block = inhibitors of mouse TMEM16A calcium-activated chloride channel; Q8BHY3; 310,000 compounds, 1.2% hits; normalized B-score (activity score, 25-100; higher = stronger inhibition) at 10 µM; HEK293 TMEM16A/YFP iodide influx fluorescence, ionomycin;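 active means ratio plate-corrected score three or more library SD toward inhibition, starting fluorescence score within five deviations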;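 further: score derived from kinetic fluorescence span divided by baseline fluorescence per well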
TRPC4 block = blocks the mouse TRPC4 cation channel; Q9QUQ5; HEK293 TRPC4beta/mu-opioid, DAMGO-evoked Fluo4 calcium flux; stronger effect = lower value; B-score at 10 µM; 300,000 compounds, 0.39% hits; AID 2247;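 active means B-score over 3 SD under the library average, no early fluorescence shift, positive overall ratio signal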
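Assay system: Stable TRPC4beta/mu-opioid receptor HEK293 cells | Reagent: DAMGO in two steps, submaximal then maximal | Compound dosing: Single concentration per test compound | Signal: Fluo4 Ca2+ flux fluorescence | Evaluation: Per-well B score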
MrgX1 allo act = human MrgX1 positive allosteric modulation, primary screen; B-score at 10 µM; AID 588675; MrgX1-HEK293, Fluo-4 calcium flux, FDSS; stronger effect = higher value; Q96LB2; 310,000 compounds, 0.63% hits;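 active means plate-corrected calcium response at least 3 library SD above typical, normal starting fluorescence, not activating the receptor alone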;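 further: compound read alongside a low EC10 to EC30 dose of BAM8-22 agonist; peak minus trough fluorescence over baseline measured at the second addition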
TRPC6 act = activators of mouse TRPC6 channel. 310,000 compounds, 0.13% hits. HEK293-TRPC6 membrane potential dye fluorescence; stronger effect = higher value. B-score at 10 µM;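 active means B-score of the integrated fluorescence ratio above library mean plus 3 SD, and starting fluorescence ratio within library mean plus 5 SD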;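 further: higher score means more depolarization so channel activation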
RGS4 inh = human RGS4 inhibition | P49798 | HEK293 M3R/RGS4 inducible, Fluo-4 calcium flux; stronger effect = higher value; triggered by carbachol at its EC20 | B-score at 10 µM | 310,000 compounds, 0.45% hits;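 active means B-score, a plate-corrected calcium signal, over three deviations above library mean, with baseline fluorescence within five deviations of library mean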;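 further: RGS4 expression induced by doxycycline in cells with stable M3 receptor; B-score is computed from the integrated fluorescence ratio over baseline after carbachol; higher B-score means a larger calcium signal and so more RGS4 inhibition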
MrgX1 antagonist = blocks BAM8-22 activation of human MrgX1 receptor. AID 588676. 310,000 compounds, 1.3% hits. MRGX1-HEK293 calcium flux, Fluo-4, BAM8-22 antagonism; stronger effect = lower value. Q96LB2. B-score at 10 µM;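 active means calcium-response B-score plate-corrected more than 3 library SD below zero, starting fluorescence within 5 deviations, no agonist response on first addition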;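 further: peak minus trough fluorescence over baseline after final BAM8-22 challenge near maximal dose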
MrgX1 agonist = agonists of human MrgX1 receptor; Q96LB2; MrgX1-HEK293 cells, Fluo-4 calcium fluorescence, agonist mode; stronger effect = higher value; B-score at 10 µM; 310,000 compounds, 0.44% hits;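 active means calcium response B-score plate-corrected fluorescence ratio at least 3 library SD, with starting fluorescence B-score inside 5 SD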
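Material: MrgX1-expressing HEK293 cells; input: 15,000 cells per well; doses: test compound given as first of three sequential additions; schedule: overnight plating before 1 h dye loading; technique: Fluo-4 NW calcium-flux fluorescence, kinetic read; evaluation: baseline-normalised fluorescence change ratio, B-scored; control set: plate-wise positive and negative controls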
The depositor's hits bear a star; i = inactive; · = no result given. Random draw from the library. About 5.8% of those tested had a hit in this group.

SMILES	TRPC4 act	TRPC4 potent	TRPC6 inhibitor	TMEM16A act	ANO1 block	TRPC4 block	MrgX1 allo act	TRPC6 act	RGS4 inh	MrgX1 antagonist	MrgX1 agonist
CCC(=O)N1CCc2cc(S(=O)(=O)CCC(=O)NC3CCCCC3)ccc21	i	i	i	i	i	i	i	i	i	i	i
C[C@H]1C(=O)N(C)CCN1Cc1cn(C)nc1-c1ccc(Oc2ccccc2)cc1	i	i	i	i	i	i	i	i	i	i	i
O=C(CSCc1c(F)cccc1Cl)NCCc1ccccc1	i	i	i	i	i	i	i	i	i	i	i
CCOC(=O)C1CCCN(C(=O)c2ccco2)C1 (stereo not given)	i	i	i	i	i	i	i	i	i	i	i
C=CCn1c(SCC(=O)Nc2nccs2)nnc1-c1cc2cccc(OC)c2o1	i	i	i	i	i	i	i	i	i	i	i
COc1ccc(C)cc1-n1nc2ccccc2n1	i	i	i	i	i	i	i	i	i	i	i
NC(=O)CCN1CCC(c2nc3ccccc3s2)CC1	i	i	i	i	i	i	i	i	i	i	i
C/C(=N\Nc1ccc(F)cc1F)c1ccc(Br)s1	i	i	i	i	i	i	i	i	i	i	i
Cc1nn(Cc2ccc(Cl)cc2)c(C)c1NC(=O)CCCn1nc(C)c([N+](=O)[O-])c1C	i	i	i	i	i	i	i	i	i	i	i
CN(C)c1ccc(CNC(=O)C2CCN(S(=O)(=O)c3ccc4c(c3)oc(=O)n4C)CC2)cc1	i	i	i	i	i	i	i	i	i	i	i
COc1ccc2cc(C3CC(c4cccs4)=NN3C(C)=O)c(Cl)nc2c1 (stereo not given)	i	i	i	i	i	i	i	i	i	i	i
CCC(=O)N1CCc2cc(S(=O)(=O)CCC(=O)Nc3cccc(F)c3)ccc21	i	i	i	i	i	i	i	i	i	i	i
COc1ccc(OC)c(CN2CCC(CNC(=O)Nc3cccc(Cl)c3)CC2)c1	i	i	i	i	i	i	i	i	i	i	i
Cc1ccc(N=Nc2ccc(O)c(P(=O)(c3ccccc3)c3ccccc3)c2)cc1	i	i	i	i	i	i	i	i	i	i	i
Cc1ccc(CCNC(=O)CS(=O)Cc2nc(-c3ccccc3F)oc2C)cc1 (stereo not given)	i	i	i	i	i	i	i	i	i	i	i
Cc1cccn2cc(CCNC(=O)c3cccs3)nc12	i	i	i	i	i	i	i	i	i	i	i
CNC(=O)c1c(NC(=O)CCS(=O)(=O)c2ccc(Cl)cc2)sc2c1CCN(C(=O)OC)C2	i	i	i	i	i	i	i	i	i	i	i
CN(C)c1nc(SCC#N)nc(N2CCOCC2)n1	i	i	i	i	i	i	i	i	i	i	i
CNC(=O)c1cc(C(=O)c2ccc(C(F)(F)F)cc2F)c[nH]1	i	i	i	i	i	i	i	i	i	i	i
CCCNC(=O)NC(=O)CSc1nncs1	i	i	i	i	i	i	i	i	i	i	i
CCn1c(SCC(=O)Nc2sc3c(c2C#N)CCC(C(C)(C)C)C3)nnc1-c1ccco1 (stereo not given)	i	i	i	i	i	i	i	i	i	i	i
CCCCOc1ccc(C(=O)N/C(=C/C=C/c2ccccc2)C(=O)NC)cc1	i	i	i	i	i	i	i	i	i	i	i
COc1ccc(CNC(=O)C(c2cccs2)N(Cc2ccco2)C(=O)Cc2cccs2)cc1 (stereo not given)	i	i	i	i	i	i	i	i	i	i	i
CCCCN(C(=O)CCCc1nc2ccccc2s1)c1c(N)n(CCCC)c(=O)[nH]c1=O	i	i	i	i	i	i	i	i	i	i	i
Cc1ccc(C(C)NC(=O)c2cccs2)cc1C (stereo not given)	i	i	i	i	i	i	i	i	i	i	i
CC(C)(C)c1ccc(C(=S)N2CCN(c3ccccc3)CC2)cc1	i	i	i	i	i	i	i	i	i	i	i
O=C(CN(c1cccc(C(F)(F)F)c1)S(=O)(=O)c1ccc(Cl)c([N+](=O)[O-])c1)NCc1ccccc1Cl	i	i	i	i	i	i	i	i	i	i	i
NC(=O)[C@@H]1CCCCNc2c(F)cc([N+](=O)[O-])cc2C(=O)N[C@@H](CCCN=C(N)N)C(=O)NCC(=O)N1	i	i	i	i	i	i	i	i	i	i	i
CCOc1ccc(NC(=O)N(C2CCCCC2)C(C)c2ccncc2)cc1 (stereo not given)	i	i	i	i	i	i	i	i	i	i	i
CCn1c(CN2c3ccccc3Sc3ccccc32)n[nH]c1=S	i	i	i	i	i	i	i	i	i	i	i
O=C(CSc1nnc(Cc2ccccc2)n1Cc1ccco1)NC12CC3CC(CC(C3)C1)C2	i	i	i	i	i	i	i	i	i	i	i
CCOC(=O)C1CCN(CC(=O)c2c(C)n(C)c3ccc(OC)cc23)CC1	i	i	i	i	i	i	i	i	4.9*	i	i
COc1cc(NS(=O)(=O)c2ccc(Nc3nc(-c4ccccc4)cs3)cc2)nc(OC)n1	i	i	i	i	i	i	i	i	8*	i	i
COc1ccc(N2CCN(C(=O)c3ccc(CS(=O)(=O)c4ccc(OC)cc4)o3)CC2)cc1	i	i	i	i	i	i	i	i	i	i	i
CC(C(=O)Nc1cccc(S(=O)(=O)N2CCOCC2)c1)N1CCN(C)CC1 (stereo not given)	i	i	i	i	i	i	i	i	i	i	i
C[C@@H](C(=O)Nc1cccnc1)n1c(=O)[nH]c2ccccc2c1=O	i	i	i	i	i	i	i	i	i	i	i
CC(C)(C)c1nc2scc(-c3cccs3)c2c(=O)o1	i	i	i	i	i	i	i	i	i	i	i
O=C(NC1CC(=O)N(c2ccccc2)C1)C1CC1 (stereo not given)	i	i	i	i	i	i	i	i	i	i	i
Cc1onc(-c2ccccc2)c1-c1n[nH]c(=S)n1-c1ccc(C(=O)O)cc1	i	i	i	i	i	i	i	i	i	i	i
COc1ccc(C(=O)NCCSc2ccc(C)cc2)cc1	i	i	i	i	i	i	i	i	i	i	i
CCCCOc1ccc(S(N)(=O)=O)cc1	i	i	i	i	i	i	i	i	i	i	i
Cc1ccc(N(C(=O)c2ccn[nH]2)C(C(=O)NC2CCCC2)c2cccs2)cc1 (stereo not given)	i	i	i	·	i	i	i	i	i	i	i
CC1=NN(C(C#N)c2c(C)nn(Cc3ccccc3)c2C)C(C)(C)C1 (stereo not given)	i	i	i	i	i	i	i	i	i	i	i
O=C(NNC(=S)NCc1ccc(Cl)cc1)c1ccc(Br)o1	i	i	i	i	i	i	i	i	i	i	i
COc1cc(/C=C/C2=NC(=O)C(C)(C)O2)ccc1O	i	i	i	·	i	i	i	i	i	i	i
CCOc1ccc(C(=O)COc2ccc(NC(C)=O)cc2)cc1	i	i	i	i	i	i	i	i	i	i	i
Cc1cc(C)c(S(=O)(=O)N(CC(=O)N2CCCC2)C2CCCCC2)c(C)c1	i	i	i	i	i	i	i	i	i	i	i
COc1cc2c(C(=O)N3CCN(C)CC3)c(C)oc2cc1Br	i	i	i	i	i	i	i	i	i	i	i
O=C(NC1CC1)C1=C[C@H](C2CCCCC2)C[C@H](OCc2ccc(CO)cc2)O1	249*	i	i	i	i	-6*	i	i	i	i	i
Cc1ccccc1OCCC(=O)NCCc1ccc(S(N)(=O)=O)cc1	i	i	i	i	i	i	i	i	i	i	i

(continued)
SMILES	TRPC4 act	TRPC4 potent	TRPC6 inhibitor	TMEM16A act	ANO1 block	TRPC4 block	MrgX1 allo act	TRPC6 act	RGS4 inh	MrgX1 antagonist	MrgX1 agonist
CN(C)c1nc(N)c([N+](=O)[O-])c(N2CCCCCC2)n1	i	i	i	·	i	i	i	i	i	i	i
Cc1ccc(-c2cn3cccc(C)c3n2)cc1	i	i	i	i	·	i	·	i	i	·	·
Cc1ccc(NCC(=O)Nc2ccc(Br)cc2)cc1C	i	i	i	i	i	i	i	i	i	i	i
CC(C)CC(=O)Nc1nc(-c2ccc(S(=O)(=O)N3CCOCC3)cc2)cs1	i	i	i	i	·	i	·	i	i	·	·
O=C1OCCC1Sc1nnc(-c2cccc(Br)c2)o1 (stereo not given)	i	i	i	i	i	i	i	i	i	-5.1*	i
CCn1cc(C2=NC(CC(C)C)CO2)c2ccccc21 (stereo not given)	i	i	i	i	i	i	i	i	i	i	i
Cc1ccc(OCCOCCn2cnc3ccccc3c2=O)cc1C	i	i	i	·	i	i	i	i	i	i	i
Cc1cccc(NS(=O)(=O)c2ccc3[nH]c(=O)cc(C(=O)O)c3c2)c1	i	i	i	i	i	i	i	i	i	i	i
O=S(=O)(c1ccc(F)cc1)c1snnc1-c1ccccc1	i	i	i	i	i	i	i	i	i	i	i
Cc1ccc(NC(=O)Cn2nnc(C(=O)NCCc3ccccc3)c2N)c(C)c1	i	i	i	i	i	i	i	i	i	i	i
O=C(O)C1CC(=O)N(c2ccc(OCc3ccc(Cl)cc3Cl)cc2)C1 (stereo not given)	i	i	i	i	i	i	i	i	i	i	i
COCCCNCCCCOc1ccccc1-c1ccccc1	i	i	i	i	i	i	i	i	i	i	i
CC1(C)Cc2c(C#N)c(OCC(=O)c3ccc(Cl)cc3)nc(-c3ccoc3)c2CO1	i	i	i	i	i	i	i	i	i	i	i
Cc1ccn2c(C(=O)CSc3ccccc3)c(C)nc2c1	i	i	i	i	i	i	i	i	i	i	i
Cc1onc(-c2ccccc2Cl)c1C(=O)N[C@@H](C)c1ccccc1	i	i	i	i	i	i	i	i	i	i	i
Fc1ccc(C(c2nnnn2C2CCCC2)N(Cc2ccco2)CC2CCCO2)cc1 (stereo not given)	i	i	i	i	i	i	i	i	i	i	i
CCOC(=O)c1c(NC(=O)CS(=O)(=O)c2cn(CC)c3ccccc23)sc2c1CCCCC2	i	i	i	i	i	i	i	i	i	i	i
Cc1ccc(CNC(=O)C(=O)NCC2OCCN2C(=O)c2ccc3c(c2)OCO3)cc1 (stereo not given)	i	i	i	i	i	i	i	i	i	i	i
CC(C)CC(=O)NC(=S)Nc1ccc(F)cc1F	i	i	i	i	i	i	i	i	i	i	i
